Pf growth 96h – Primary qHTS for delayed death inhibitors of the malarial parasite plastid, 96 hour incubation | P. falciparum luciferase reporter growth, 96 h | Potency, µM (series often up to 28.7 µM), without a hit: at the highest dose activity change, negative = inhibition, usual class: inhibitors | 320,000 compounds, 6.9% hits; further: potency means the concentration at half of the fitted maximal effect; on the % scale 0 is the no-effect control and ±100 the full control effect
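Erythrocytes infected with luciferase-expressing P. falciparum were dispensed at 2% hematocrit and 0.05% parasitemia (final), then incubated with compounds 96 hours at 37 C in 5% CO2. Luminescence after detection reagent addition reported growth.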
AMA1-RON2 inh – qHTS for Inhibitors of AMA1-RON; Towards Development of Antimalarial Drug Lead: Primary Screen; Potency, µM (top dose mostly 58.2 µM), for the others: at the top dose activity change, negative = inhibition, hits mostly inhibitors; AlphaScreen AMA1-biotinylated RON2 peptide binding; 360,000 compounds, 0.2% hits; Plasmodium falciparum AMA1 (3D7) - RON2 peptide interaction;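 further: potency means the concentration at half of the fitted maximal effect; 0% = vehicle wells and -100% = peptide control; nearly all actives have a fitted effect of over 45% in size; some results filed as inactive show a strong effect at the top dose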
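AMA1 (3D7) with his tag at 25 nM final met compounds first, then biotinylated RON2 peptide at 25 nM; detection used donor plus acceptor beads, 10 µg/mL apiece, read by AlphaScreen after 30 min at room temperature.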
TbPYK inhibitor – qHTS of Trypanosoma Brucei Inhibitors. pyruvate kinase (Trypanosoma brucei), Q57TT1. TbPYK enzyme, Kinase-Glo Plus ATP luminescence, 45 min. Potency, µM (series often up to 76.8 µM), without a hit: at the top dose activity, negative = inhibition, actives largely listed as inhibitors. 410,000 compounds, 0.12% hits. AID 624173, 2012; further: potency means the concentration at half of the fitted maximal effect; on the % scale 0 is the no-effect control and ±100 the full control effect; nearly all actives have a fitted effect of over 50% in size
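Glycolytic pyruvate kinase of T. brucei was incubated with substrate, test compound and 130 uM ADP for 45 minutes at room temperature. Luminescent Kinase-Glo Plus signal was measured after 10 minutes.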
LmPK inhibitor – qHTS Assay for Inhibitors of Leishmania Mexicana Pyruvate Kinase (LmPK); Q27686; purified LmPK, Kinase-Glo ATP luminescence, 1 h; Potency, µM (doses to about 57.5 µM), inactives show at the top dose activity change, negative = inhibition, most hits filed as inhibitors; 290,000 compounds, 0.37% hits; AID 1721, 2009; further: potency means the concentration at half of the fitted maximal effect; on the % scale 0 is the no-effect control and ±100 the full control effect
Target sequence (Q27686 whole entry, looked up): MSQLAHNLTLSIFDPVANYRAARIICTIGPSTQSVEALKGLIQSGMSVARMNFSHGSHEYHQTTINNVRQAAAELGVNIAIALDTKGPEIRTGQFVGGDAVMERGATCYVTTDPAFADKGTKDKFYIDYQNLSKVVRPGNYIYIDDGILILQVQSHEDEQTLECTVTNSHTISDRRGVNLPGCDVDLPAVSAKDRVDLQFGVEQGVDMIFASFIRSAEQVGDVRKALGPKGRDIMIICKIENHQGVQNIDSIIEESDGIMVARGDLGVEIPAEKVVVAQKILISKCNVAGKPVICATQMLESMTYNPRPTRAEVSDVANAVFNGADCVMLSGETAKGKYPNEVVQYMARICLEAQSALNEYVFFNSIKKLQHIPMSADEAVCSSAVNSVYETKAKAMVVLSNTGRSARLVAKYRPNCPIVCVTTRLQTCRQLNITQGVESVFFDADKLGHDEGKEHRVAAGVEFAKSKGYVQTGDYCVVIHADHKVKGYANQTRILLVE
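Screened at intermediate enzyme activity to detect both inhibitors and activators: LmPK at 0.1 nM, with a 0.5 nM enzyme column as activation reference. PEP 0.5 mM, ADP 0.1 mM; ATP detected by luminescence after 1 h.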
Pf growth 48h – Primary qHTS for delayed death inhibitors of the malarial parasite plastid, 48 hour incubation. P. falciparum luciferase growth in erythrocytes, 48 h. Potency, µM (highest dose often 28.7 µM), for the others: top-dose activity change, negative = inhibition, most hits filed as inhibitors. 310,000 compounds, 5.9% hits; further: potency means the concentration at half of the fitted maximal effect; on the % scale 0 is the no-effect control and ±100 the full control effect
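Erythrocytes infected with P. falciparum carrying an integrated firefly luciferase reporter (2% hematocrit, 0.1% parasitemia final) were exposed to compounds in RPMI 1640 with 0.5% Albumax at 37 C, 5% CO2. Growth inhibition was scored as reduced luminescence.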
CHX counter – Cycloheximide Counterscreen for Small Molecule Inhibitors of Shiga Toxin. cell reporter, cycloheximide protein synthesis inhibition counterscreen. max response, %. 300,000 compounds, 12% hits; in the data active means max response mostly above about 13%, no sharp cut-off; inactive means mostly below about 14%; further: read at 38.3 µM for the half of the compounds with a filed dose; 0% is about no effect
Shiga toxin inh – A qHTS for Small Molecule Inhibitors of Shiga Toxin. Vero cells, Shiga toxin protein synthesis inhibition reporter. 290,000 compounds, 9.2% hits. inhibition, % at 38.7 µM; in the data active means inhibition mostly above about 28%, no sharp cut-off; inactive means mostly below about 43%; further: 0% is about no effect
Starred values were filed as active, the others as inactive; ? = inconclusive; nt = not tested or not shown; & = joins results of further samples; [ ] = dose if it differs, or a comment. Unless noted, the call rests on the fitted dose curve; in most records, active means well fitted curve in the direction sought with a large enough effect; inconclusive means small, poorly fitted or top-dose-only effect, or another doubt; inactive means no such curve, though single readings can be large; an effect the other way counts as inactive or inconclusive. Rows were taken by chance; 21% or so of the library scored in one or more.

SMILES,Pf growth 96h,AMA1-RON2 inh,TbPYK inhibitor,LmPK inhibitor,Pf growth 48h,CHX counter,Shiga toxin inh
O=C(NCC1(c2ccccc2)CCCC1)C(=O)N1CCOCC1,?,8%,3%,0%,-19%,6,37
COc1ccc(N/N=C(/C#N)S(=O)(=O)C(C)(C)C)cc1,-13%,-16%,-3%,-2%,?,-7,-16
Cc1cccc(OCCSc2nncn2C)c1,-8%,7%,1%,4%,65%[activator],33*,35
O=S(=O)(c1ccc2c(c1)OCCO2)N1CCN(S(=O)(=O)c2ccccn2)CC1,nt,nt,3%,nt,nt,0,-3
CCCn1c(SCC(=O)NCCc2ccccc2)nnc1C(C)C,-4%,12%,4%,1%,-8%,-2,-19
C=CCOc1c(Br)cc(CNc2ccc(NC(=O)C(C)C)c(OC)c2)cc1OC,8.3µM*,?,3%,-2%,?,-1,-4
COc1ccccc1NS(=O)(=O)c1cc(NC(=O)Nc2ccc(Cl)cc2Cl)ccc1N1CCCCC1,?,7%,-17%,-7%,?,1,-6
CC(C)Oc1ccc(CCNC(=O)C2CCC(=O)N(C3CCCCCC3)C2)cc1 (configuration not stated),?,-13%,-4%,11%,2%,-3,-2
COCCCNC(=O)COc1ccc2oc3c(c2c1)CCCC3,-5%,8%,-3%,7%,0%,-4,0
Cc1n[nH]c(=O)c2c(NC(=O)COC(=O)/C=C/c3cccc(C(F)(F)F)c3)oc(C)c12,6%,26%,1%,nt,-9%,nt,nt
CSc1nc(NC(C)(C)C)nc(Oc2ccc(=O)[nH]n2)n1,?,22%,-11%,-1%,5%,7,-1
COc1ccc2ccccc2c1/C=N/O,-11%,-1%,7%,-1%,24%,-3,-17
CCC(=O)c1ccccc1OCCCn1cncn1,nt,-11%,-9%,-7%,18%,-2,-10
CCOc1c(C)cc(-c2ncccc2O)cc1C,?,-11%&10%,3%&2%,-2%&5%,?,16&12,23&30
CN(C)C(=O)NC1CCCCCCCCCCC1,14%,4%,-8%,-2%,0%,-3,29
COCCCn1c(SCC(=O)N2CCc3ccccc32)nnc1-c1ccco1,12µM*,-6%,1%,-6%,-6%,1,7
COC(=O)c1ccc(C)c(NC(=O)C(CCSC)NC(=O)c2cc(OC)c(OC)c(OC)c2)c1 (configuration not stated),-15%,-5%,1%,0%,-20%,1,-7
COc1ccccc1NC(=O)CSc1nc(O)cc(=O)n1-c1ccccc1OC,nt,25%,0%,-6%,3.3µM*,0,-15
CCOc1ccc(NC(=O)CSc2nnc(CNC(=O)c3ccco3)o2)cc1,-8%,-10%,-1%,1%,14%,10,-5
O=[N+]([O-])c1cc(Cl)c(Cl)cc1Cl,?,8%,4%,nt,24%,nt,nt
O=P1(Nc2ccc(F)cc2)COc2ccccc2OC1,48%[activator],0%,9%,4%,15%,-1,-8
CN1CCN(C(=O)C2=C[C@H](c3ccccc3)C[C@H](OCc3ccc(CO)cc3)O2)CC1,7%,1%,-3%,0%,?,7.5*,1
Cc1cc(-c2n[nH]c(=S)n2/N=C/c2ccc(Br)s2)n[nH]1,15%,63%[activator],1.1µM*,-18%,10%,1,-5
CCOc1ccccc1NC(=S)NCc1cccn1C,-28%,-10%,1%,0%,-23%,7,-1
Cc1csc(SCC(=O)NC(=O)c2ccccc2)n1,17%,-6%,-9%,nt,-17%,nt,nt
Cc1nc2c(o1)CCc1ccccc1C2O (configuration not stated),?,-1%,-4%,2%,nt,-2,23
COC(=O)c1c(NC(=O)CSc2nc3ccccc3c(=O)n2Cc2ccco2)sc(C)c1C,32%[activator],9%,0%,1%,14%,-2,-9
O=C(CSc1ccccn1)Nc1nc2ccccc2s1,2.9µM*,-1%,-7%,3%,45%[activator],28*,19
Cc1cccc(NC(=O)c2cnc3sccn3c2=O)c1C,-18%,nt,nt,-10%,99%[activator],24*,66*
CCOc1c(CNCc2ccc(C(=O)O)cc2)cccc1OC,?,-2%,-7%,-2%,12%,-3,12
CCCCN1CCCC[C@H]1C(=O)Nc1c(C)cccc1C,14%,nt,3%,nt,-4%,4,-5
O=C(c1cc(-c2ccc(Br)cc2)nc2ccccc12)N1CCC1,4.1µM*,-6%,1%,nt,3.3µM*,nt,nt
Cc1cc(C)c2c(-c3ccc(F)cc3)c(C#N)c(=O)n(C)c2n1,3%,6%,-1%,2%,-1%,-4,-5
Cc1cccc(N=Nc2c(N)n[nH]c2N)c1,?,33%[activator],-8%,6%,19%,17*,36
O=C(CCCC(=O)c1ccc(F)cc1)c1ccc(F)cc1,169%[activator],37%[activator],-6%,-4%,nt,55*,107*
NC(=O)[C@H]1CC2(CC(c3cccc(NC(=O)CC(c4ccccc4)c4ccccc4)c3)=NO2)CN1C(=O)c1ccccc1C(=O)c1ccccc1 (some centres not stated),8.3µM*,4%,3%,-3%,9.3µM*,-6,15
Cc1[nH]c2ccc(C(=O)N3CCN(C)CC3)cc2c1C,71%[activator],-10%,13%,1%,38%[activator],28*,46*
CN(CCO)c1cc(N(C)CCO)c([N+](=O)[O-])cc1[N+](=O)[O-],-16%,32%[activator],5%,6%[11.5 µM],8%,-4,13
CCC1(c2ccccc2)NC(=O)N(CC(=O)Nc2cccc(S(=O)(=O)N3CCCCC3)c2)C1=O (configuration not stated),?,-24%,-4%,nt,?,nt,nt
Cc1ccc(S(=O)(=O)NCC2CCCO2)cc1 (configuration not stated),307%[activator],-11%,-10%,-1%,0%,-2,-5
CC(=O)Nc1cccc(OCC(=O)NS(=O)(=O)c2ccc(Cl)cc2)c1,nt,6%,7%,-2%,-5%,10,10
COc1ccc(C(=O)CN2CCN(c3ccc(Cl)cc3)CC2)cc1OC,1%,-8%,-7%,-4%,-4%,1,12
O=C(Cn1c(/C=C/c2ccccc2)nc2ccccc21)Nc1ccc(F)cc1,?,9%,-23%,-24%,-49%,9,27
Cc1ccc(S(=O)(=O)NCc2ccco2)cc1C(N)=O,27%,10%,-23%,2%,17%,-2,-6
Cc1ccc(NC2(C#N)C(=O)Nc3ccccc32)cc1 (configuration not stated),48%[activator],0%,2%,11%,5%,2,33
CS(=O)(=O)Nc1ccc(C(=O)Nc2cccc([N+](=O)[O-])c2)cc1,75%[activator],-8%,2%,-2%,24%,8,-5
COc1ccc(-c2cc(C(F)(F)F)n3ncc(C(=O)N4CCCCC4c4cccnc4)c3n2)cc1 (configuration not stated),-12%,-18%,2%,3%,2.9µM*,9,24
OCC1(Cc2cccc(Cl)c2)CCCN(Cc2sc(N3CCCC3)nc2Cl)C1 (configuration not stated),?,-10%,3%,-5%,?,-1,-25
N#CCSc1nnc(COc2ccc3ccccc3c2)o1,nt,-3%,-2%,0%,28%,67*,93*
O=C(OCC(=O)N1CCCC1=O)c1cc(S(=O)(=O)N2CCOCC2)ccc1F,17%,1%,-9%,nt,10%,nt,nt
O=C(COC(=O)C1CCC1)Nc1cc(S(=O)(=O)N2CCCCC2)ccc1Cl,?,-4%,2%,nt,-18%,nt,nt
COc1ccc(C(=O)N2CCCC(CNC(=O)c3ccc(F)cc3)C2)cc1OC (configuration not stated),?,-11%,6%,1%,10%,25*,3
C[n+]1cccc2c(Br)ccc([O-])c21,2.3µM*,-22%,-10%,-6%,?,-1,-8
C/C(=N\S(=O)(=O)c1ccc(C)cc1)N1CCN(S(=O)(=O)c2ccccc2)C1,46%[activator],-13%,7%,1%,46%[activator],2,26
CNC(=O)CN1C(=O)CSc2nc(C)cc(C)c21,8%,0%,1%,-6%,21%,-4,-8
CSc1nc(-c2ccc(C)cc2)nc(N)c1C#N,57%[activator],20%,2%,0%,0%,14,6
NNC(=O)c1csc(-c2ccc(C(F)(F)F)cc2Cl)n1,0%,21%,-1%,7%,-2%,-2,15
CCc1ccc(-n2c(SCc3c(C)noc3C)nnc2-c2ccncc2)cc1,nt,-3%,-19%,7%,-25%,0,-8
COc1cccc(-c2nc(CS(=O)(=O)CC(=O)NC3CCCCC3C)c(C)o2)c1 (configuration not stated),?,10%,-1%,-2%,?,-5,2
CC(C)C(=O)Nc1nc2ccc(S(C)(=O)=O)cc2s1,9%,57%[activator],-3%,-8%,17%,27,28

Remaining list, next part
SMILES,Pf growth 96h,AMA1-RON2 inh,TbPYK inhibitor,LmPK inhibitor,Pf growth 48h,CHX counter,Shiga toxin inh
O=S(=O)(Nc1ccc(-n2cnnn2)cc1)c1cccc(F)c1,1%,-15%,0%,nt,?,nt,nt
CCc1cccc(OCCCCNCCO)c1,?,-23%,4%,1%,nt,-3,-16
CCCc1cc(=O)[nH]c(SCC(=O)Nc2ccc(Br)cc2)n1,21%,-11%,1%,5%,10%,-2,-3
COc1ccc(CNc2nc3nc(C)c(Cl)c(=O)n3[nH]2)cc1,-1%,2%,-6%,-7%,10%,0,-12
O=C(CSc1nnc2scc(-c3ccc(Cl)cc3)n12)NCc1ccc2c(c1)OCO2,0%,0%,2%,0%,0%,-1,-15
O=c1[nH]ncc(N/N=C\c2ccncc2)c1Cl,-1%,0%,-1%,-1%,5%,-1,15
O=C(NCc1ccccc1Cl)C1CC(=O)N(Cc2ccccc2)C1 (configuration not stated),6%,-30%,2%,6%,16%,0,-13
CCn1nc(C)cc1C(=O)N1CCCC(Nc2ccc(C(C)C)cc2)C1 (configuration not stated),?,1%,-11%,0%,-24%,8,9

A different layout for part of the listing above.
The line under a structure holds: Pf growth 96h | AMA1-RON2 inh | TbPYK inhibitor | LmPK inhibitor | Pf growth 48h | CHX counter | Shiga toxin inh
- O=C(NCc1ccccc1Cl)C1CC(=O)N(Cc2ccccc2)C1 (configuration not stated)
 : 6% | -30% | 2% | 6% | 16% | 0 | -13
- CCn1nc(C)cc1C(=O)N1CCCC(Nc2ccc(C(C)C)cc2)C1 (configuration not stated)
 : ? | 1% | -11% | 0% | -24% | 8 | 9
